KDM5B inh: blocks human KDM5B histone demethylase activity; KDM5B demethylase, FDH-coupled NADH fluorescence (FDH is formaldehyde dehydrogenase); Potency, µM (titrated, usually from 57.7 µM), inactives show top-dose activity change, negative = inhibition, usual class: inhibitors; 220,000 tested, 2.6% active; active means well fitted inhibition curve with a large enough effect; inconclusive means small, poorly fitted or top-dose-only effect; inactive means no such curve, though single readings can be large or run the other way; further: 0% is about no effect; nearly all actives have a fitted effect of over 70% in size
Target sequence (Q9UGL1 whole entry, looked up): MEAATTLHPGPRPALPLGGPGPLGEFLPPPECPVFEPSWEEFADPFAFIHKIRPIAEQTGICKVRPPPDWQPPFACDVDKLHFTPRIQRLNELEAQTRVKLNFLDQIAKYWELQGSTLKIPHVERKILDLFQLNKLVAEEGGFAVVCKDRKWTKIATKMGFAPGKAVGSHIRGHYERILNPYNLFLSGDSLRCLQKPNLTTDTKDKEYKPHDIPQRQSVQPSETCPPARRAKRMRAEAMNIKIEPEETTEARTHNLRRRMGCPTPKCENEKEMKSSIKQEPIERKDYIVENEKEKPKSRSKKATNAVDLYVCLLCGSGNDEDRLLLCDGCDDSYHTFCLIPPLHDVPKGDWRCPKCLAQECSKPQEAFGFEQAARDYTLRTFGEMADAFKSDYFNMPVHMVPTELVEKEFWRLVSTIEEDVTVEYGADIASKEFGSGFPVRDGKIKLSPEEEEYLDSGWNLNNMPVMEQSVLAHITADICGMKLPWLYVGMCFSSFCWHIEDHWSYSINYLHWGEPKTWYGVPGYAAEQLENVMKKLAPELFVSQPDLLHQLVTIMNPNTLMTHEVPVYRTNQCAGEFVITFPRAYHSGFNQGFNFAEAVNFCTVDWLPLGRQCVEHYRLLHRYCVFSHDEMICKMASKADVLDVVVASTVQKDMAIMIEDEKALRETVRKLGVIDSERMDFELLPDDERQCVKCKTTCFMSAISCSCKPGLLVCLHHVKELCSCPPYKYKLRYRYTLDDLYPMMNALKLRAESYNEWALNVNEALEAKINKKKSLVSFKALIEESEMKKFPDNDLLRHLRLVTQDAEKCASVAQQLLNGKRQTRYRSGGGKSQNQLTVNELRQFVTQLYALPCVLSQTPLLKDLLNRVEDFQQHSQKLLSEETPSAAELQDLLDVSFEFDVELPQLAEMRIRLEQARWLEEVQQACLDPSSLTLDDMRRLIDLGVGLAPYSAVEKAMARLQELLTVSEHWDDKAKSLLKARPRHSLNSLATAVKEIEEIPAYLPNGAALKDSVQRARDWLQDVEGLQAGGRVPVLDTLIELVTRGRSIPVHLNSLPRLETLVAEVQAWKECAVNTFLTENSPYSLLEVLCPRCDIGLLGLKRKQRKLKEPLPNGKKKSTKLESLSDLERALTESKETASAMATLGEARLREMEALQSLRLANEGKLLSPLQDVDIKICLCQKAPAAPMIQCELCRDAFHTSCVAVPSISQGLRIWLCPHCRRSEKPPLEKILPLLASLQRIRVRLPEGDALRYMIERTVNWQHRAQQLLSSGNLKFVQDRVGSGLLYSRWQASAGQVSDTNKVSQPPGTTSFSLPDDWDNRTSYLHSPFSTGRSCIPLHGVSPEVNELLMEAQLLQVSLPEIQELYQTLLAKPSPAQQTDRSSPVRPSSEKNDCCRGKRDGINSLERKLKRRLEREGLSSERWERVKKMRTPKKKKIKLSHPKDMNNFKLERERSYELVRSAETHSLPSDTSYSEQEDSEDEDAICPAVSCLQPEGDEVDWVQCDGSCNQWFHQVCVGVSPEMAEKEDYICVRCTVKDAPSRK
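KDM5BΔAP (200 nM final) in 50 mM HEPES pH 7.5, 0.01% Tween-20 was preincubated 10 min at RT with compound over a concentration range. Substrate mix (H3K4me3 12.5 µM, α-KG 25 µM, Fe²⁺, ascorbate, NAD⁺, FDH) was added, and NADH fluorescence change over 30 min gave dose-response curves.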
* marks the source's active call; other numbers are inactive results; ? = inconclusive; [ ] = another dose, or the depositor's remark. Potency means the concentration at half of the fitted maximal effect. A portion of the library; rates above refer to the full screens.

entry | molecule | KDM5B inh
1 | COc1ccccc1C(=O)Nc1ccnn1C1CCN(C(=O)c2cnsn2)CC1 | -4.1%
2 | CCOc1ccc(NC(=O)CSc2nc3nc(C)c(Cc4ccccc4)c(C)n3n2)cc1 | ?
3 | O=C(O)CCc1nc(C2CCOCC2)n[nH]1 | -37.0%
4 | CCCCNC(=O)N1C[C@H]2OC(=O)N(Cc3ccc(OC)c(OC)c3)[C@H]2C1 | -2.2%
5 | Cc1ccc(C#N)c(N2CC[C@@]3(O)CCN(S(=O)(=O)N(C)C)C[C@H]3C2)n1 | 28.2µM*
6 | O=C(Nc1cc(-c2nc3cc(Cl)ccc3o2)ccc1Cl)c1cc([N+](=O)[O-])ccc1N1CCOCC1 | -26.7%
7 | COc1ccc(NC(=O)NCc2nc(-c3cccc(Cl)c3)oc2C)cc1OC | 24.8%
8 | C/C(=N\NC(N)=S)c1ccc([N+](=O)[O-])cc1 | -16.7%
9 | Cc1cc(/C=C2\C(=N)N3N=C(CC(=O)N4CCOCC4)SC3=NC2=O)c(C)n1Cc1ccccc1 | ?
10 | CNC(=O)C1(N2CCC[C@H]2C(=O)N2CCC(C)CC2)COC1 | 25.0%[86.2 µM]
11 | COc1ccc(CN2C(=O)N(c3ccc(F)cc3)C(=O)C2CC(=O)Nc2ccccc2)cc1 (stereo not drawn) | -15.1%
12 | CCC(C(=O)NC1CCN(c2cn[nH]c(=O)c2)CC1)c1ccccc1 (stereo not drawn) | 17.2%
13 | Cc1nc(-c2ccccc2)sc1C(=O)N1CCCC(C(=O)O)C1 (stereo not drawn) | -14.1%
14 | CN1CC(=O)N(c2ccc(Cl)cc2)Cc2c1ncnc2N1CCC(Cc2ccccc2)CC1 | -3.4%
15 | COc1cccc(Cc2nc3ccccc3nc2SCC(=O)N2CCCc3ccccc32)c1 | -5.1%
16 | COc1ccc(C(=O)N2CCCC3(C2)NC(=O)N(Cc2cc(C)ccc2C)C3=O)cc1F (stereo not drawn) | -1.9%
17 | CC(C)(CC(=O)O)CC(=O)N[C@H]1CO[C@H]2[C@@H]1OC[C@@H]2n1nnnc1Oc1ccc(-n2ccnc2)cc1 | -10.8%
18 | COCCNS(=O)(=O)c1cc(-c2nn3c(C)nnc3c3ccccc23)ccc1C | ?
19 | CCCn1nccc1C(=O)NCc1cccnc1-n1cnc2ccccc21 | 7.5%
20 | CC1C(=O)N2CCCc3cc(S(=O)(=O)N4CCC(C(N)=O)CC4)cc1c32 (stereo not drawn) | ?
21 | CCN(C(=O)C(C)S(=O)(=O)Cc1c(Cl)cccc1Cl)c1ccccc1 (stereo not drawn) | 5.2%
22 | CC(C(=O)NCc1cccs1)N1CCC(O)CC1 (stereo not drawn) | 10.8%
23 | CC12CCC(C(=O)N(CCCCN3CCN(Cc4ccccc4)CC3)C1=O)C2(C)C (stereo not drawn) | ?
24 | COCC1CN(C(=O)c2ccc(Br)cc2)CC12CCNCC2 (stereo not drawn) | -23.6%
25 | CCN1c2cc(C(=O)Nc3ccc(F)cc3)ccc2C(=O)N2CCCCC21 (stereo not drawn) | ?
26 | COc1ccc(NC(=O)C2(C)CCCc3cnc(NCc4ccccc4)nc32)cn1 (stereo not drawn) | ?
27 | O=C(COc1ccccc1)N1CCc2nn(Cc3ccccc3)c(=O)n2CC1 | -19.3%
28 | COCCN1C(=O)N(CC(C)C)C(=O)C12CCN(Cc1cnn(-c3ccccc3OC)c1)CC2 | -19.9%
29 | CN(CC(=O)N1CCN(Cc2ccccc2)CC(O)C1)C1CCCC1 (stereo not drawn) | -4.3%
30 | CCc1ccc(-c2cc(C(F)(F)F)n3ncc(C(=O)NCc4cn(CC)nc4C)c3n2)s1 | ?
31 | CCc1nc2c(=O)n(CC(=O)NC(C)c3ccccc3)nc(C)c2s1 (stereo not drawn) | 9.2%
32 | CN1CCC(N(C)C(=O)c2ccc(C(F)(F)F)cc2)CC1 | 10.3%
33 | Cc1ccc(CNc2nc(-c3ccco3)nn2S(C)(=O)=O)cc1 | -20.5%
34 | O=C(NC(=S)Nc1ccc(Cl)c(C(=O)O)c1)c1ccco1 | -7.9%
35 | COc1ccc(OC)c(S(=O)(=O)N2CCC[C@H]2C(=O)Nc2cc(C)on2)c1 | 1.3%
36 | O=C(COCc1cc(-c2ccc3c(c2)OCO3)on1)NCc1ccccc1Cl | ?
37 | CC(C)c1ccc(C(NC(=O)c2nn(C)c(=O)c3ccccc23)C(C)C)cc1 (stereo not drawn) | 6.2%
38 | CCOC(=O)N/N=C1\c2ccccc2C2(O)NC(=O)NC12O (stereo not drawn) | ?
39 | FC(F)(F)c1cc(-c2ccccc2)nc(SCc2ccccn2)n1 | -14.6%
40 | CCc1cccc(CC)c1NC(=O)c1cc2cccc(OC)c2oc1=O | 9.4%
41 | CC(C)CNc1ncnc2c1cnn2Cc1ccc(Cl)cc1 | 5.7%
42 | CC(C)c1ccc(CCNC(=O)c2cccc3cccnc23)cc1 | -0.4%
43 | COc1ccc(Br)c(C(=O)Nn2c(-c3cccc(C)c3)nc3ccccc3c2=O)c1 | 10.9%
44 | CCOc1ccc(C2NC(=O)N(CCC(C)C)C3=C2C(=O)OC3)cc1 (stereo not drawn) | ?
45 | CN(C(=O)c1cc(=O)[nH]c2ccccc12)c1ccccc1 | -4.1%

Arranged by value in KDM5B inh (ascending): some entries from above
entry | molecule | KDM5B inh
24 | COCC1CN(C(=O)c2ccc(Br)cc2)CC12CCNCC2 (stereo not drawn) | -23.6%
39 | FC(F)(F)c1cc(-c2ccccc2)nc(SCc2ccccn2)n1 | -14.6%
16 | COc1ccc(C(=O)N2CCCC3(C2)NC(=O)N(Cc2cc(C)ccc2C)C3=O)cc1F (stereo not drawn) | -1.9%
31 | CCc1nc2c(=O)n(CC(=O)NC(C)c3ccccc3)nc(C)c2s1 (stereo not drawn) | 9.2%
12 | CCC(C(=O)NC1CCN(c2cn[nH]c(=O)c2)CC1)c1ccccc1 (stereo not drawn) | 17.2%

2 successive entries already listed, for reference:
entry | molecule | KDM5B inh
31 | CCc1nc2c(=O)n(CC(=O)NC(C)c3ccccc3)nc(C)c2s1 (stereo not drawn) | 9.2%
32 | CN1CCC(N(C)C(=O)c2ccc(C(F)(F)F)cc2)CC1 | 10.3%

(list continues)
entry | molecule | KDM5B inh
46 | C1=CCC(CN2CCN(Cc3ccco3)CC2)CC1 (stereo not drawn) | -43.9%
47 | COc1ccc(NC(=O)c2ccc(-c3nc(CSc4ccccc4)c(C)o3)cc2)c(OC)c1 | 2.7%
48 | CC1(c2ccccc2)N(Cc2cccnc2)C(=O)OC12CCN(C(=O)Cc1cccc(F)c1)CC2 (stereo not drawn) | 26.1%
49 | CC1=NS(=O)(=O)N(Cc2ccccc2)C=C1C(=O)OCC1CC1 | -23.8%
50 | CC1(C)C/C(=N/Nc2ccc([N+](=O)[O-])cc2[N+](=O)[O-])C(C)(C)O1 | 22.0%
51 | COc1ccc(C2CC(=O)C3=C(C2)Nc2ccccc2N(C(=O)CCC(=O)O)C3c2ccc(F)cc2)cc1OC (stereo not drawn) | ?
52 | Cc1cc(C(=O)N2C[C@@H](C)[C@@](C)(O)C2)cc(S(N)(=O)=O)c1C | -6.1%
53 | CN(C)c1cccc(-c2cc(-c3cn[nH]c3)c3cncn3c2)c1 | 39.8µM*
54 | CC(NC(=O)c1nn(C)c2c1CSc1ccccc1-2)c1ccccc1 (stereo not drawn) | ?
55 | CC(C)CN(c1ccccc1)S(=O)(=O)c1nnc(NC(=O)c2ccco2)s1 | -29.4%
56 | COCCN1CCCN(C(=O)NCCc2ccccc2)c2ccccc21 | -6.4%
57 | Cc1ccc(C)c(-c2cc3c(=O)n(CCNC(=O)c4ccc5c(c4)OCO5)ccn3n2)c1 | ?
58 | COC(=O)CNC(=O)N1CCOc2ccc(CN3CCc4ccccc4C3)cc2C1 | ?
59 | O=Cc1ccc(Sc2ccccc2)o1 | ?
60 | O=Cc1c(-c2ccccc2)c(C=O)n2ccccc12 | -25.5%
61 | CN1[C@H]2CC[C@@H]1CN(C(=O)c1cccc(CCC(C)(C)O)c1)CC2 | -26.0%
62 | O=S(=O)(c1ccc(Cl)cc1)c1nc(-c2cccc(Br)c2)oc1NCc1ccccc1 | ?
63 | CCCCCCNC(=O)c1c[nH]c2ccc(S(=O)(=O)N(C)c3ccc(C(C)C)cc3)cc2c1=O | -18.3%
64 | C=CCNc1nc(C(=O)OC(C)C(=O)c2ccc(C)cc2)cs1 (stereo not drawn) | 14.9%
65 | C/C(N)=C(/C#N)C(=O)CSc1nc(-c2ccccc2)c(-c2ccccc2)o1 | ?
66 | COc1ccc(C(=O)Nc2nc(-c3nnn(-c4ccccc4Br)c3C)ns2)cc1 | -21.9%
67 | COCc1nnc(NC(=O)c2cccc(Cl)c2)s1 | -6.9%
68 | COc1ccc(OC)c(C(C)NC(=S)Nc2ccc(S(=O)(=O)Nc3ncccn3)cc2)c1 (stereo not drawn) | 17.1%
69 | O=C(NC1CCCCCCC1)C1CCN(C(=O)c2ncn3c2COC(c2ccccc2)C3)CC1 (stereo not drawn) | 29.2%
70 | NS(=O)(=O)c1ccc(N=Cc2c(O)n(-c3nccs3)c(=O)c3ccccc23)cc1 | 8.0%
71 | OCC1(CCCc2ccccc2)CCNCC1 | -7.7%
72 | COC(=O)CCCNC(=O)[C@@]1(O)C[C@@H](O)[C@H](O)[C@@H](NC(=O)Nc2ccc(C)cc2)C1 | -24.6%[86.2 µM]
73 | Cn1c(=O)c2c(nc(N3CCOCC3)n2Cc2ccccc2)n(C)c1=O | -3.4%
74 | CC(=O)c1ccc(OC(C)C)c(CN2CCCCC2)c1 | -9.9%
75 | COc1ccc2cc(C(=O)O)nnc2c1 | -23.5%
76 | Nc1cccc(OC2CCCC2)c1 | 7.0%
77 | COc1ccc(NC(=O)CCS(=O)(=O)c2ccc3nc(C)sc3c2)cc1Cl | 10.3%
78 | COc1ccc(NC(=O)CSc2nc(-c3ccc(OC)c(OC)c3)[nH]c2-c2ccc(C)cc2)cc1 | 14.5%
79 | O=C(CSc1nc2ccccc2s1)N/N=C/c1ccccc1C(=O)O | 6.2%
80 | CN(C)CCCN(C(=O)COc1ccccc1)c1nc2ccc(Br)cc2s1 | -6.3%
81 | CC1=NOC2(CCN(C(=O)c3ccc4c(c3)OCO4)CC2)C1 | 6.9%[86.2 µM]
82 | Cc1ccc2nc(-c3cccnc3)cc(C(=O)NC3CC3)c2c1 | -16.5%
83 | CN1CCC(OC2CCN(C(=O)c3ccc(Cl)s3)CC2)CC1 | -2.7%
84 | Cc1cc(C)c(Nc2ncnc3c2cnn3C)c(C)c1 | ?
85 | Cc1ccc(CNC(=O)c2ccc(N3CC4CC(C3)[C@H]3CCCC(=O)N3C4)nc2)cc1 (stereo partly drawn) | ?
86 | COC(=O)C1=C(C)N=C2SC=C(CC(=O)NCc3cccc(F)c3)N2C1c1ccccc1Cl (stereo not drawn) | -3.3%
87 | COc1cc(NC(=O)c2nc3ccccc3n(C)c2=O)cc(OC)c1OC | 0.5%
88 | O=C(c1ccc(Cl)nc1)N1CCn2c(nn(-c3ccncc3)c2=O)C1 | 33.9%
89 | O=C(Cn1c(=O)cc(C(=O)N2CCCC2)c2ccccc21)Nc1ccccc1F | -11.7%
90 | O=C(Nc1ccc(Br)cn1)C12CC3CC(CC(C3)C1)C2 | 17.2%
91 | CCCn1cnc2c1CN(S(=O)(=O)c1ccc(F)cc1)[C@H](C(=O)OC)C2 | ?
92 | CC(=O)Nc1ccc(NC(=O)COc2cccc(F)c2)c(C(F)(F)F)c1 | 14.9%
93 | O=C(NC1CCCC1)C(c1ccccn1)N(C(=O)c1csnn1)c1ccccc1 (stereo not drawn) | 8.8%
94 | COC(=O)c1cccc(-n2c(CCC(=O)O)ccc2-c2ccc(OC)cc2)c1 | ?
95 | Cc1nnc2n1CCC(NC(=O)Cc1cccs1)CC2 (stereo not drawn) | 8.1%
96 | CC(C)CC(=O)Nc1ccnn1C1CCN(C(=O)c2ccc(F)cc2Cl)CC1 | 1.0%
97 | CN(C)C[C@@H]1CN(c2ncccn2)C[C@H]1NC(=O)c1ccc2[nH]ccc2c1 | 31.6µM*
98 | COc1ccc(C(=O)Nc2oc3ccc(Cl)cc3c(=O)c2-c2ccc3c(c2)OCO3)cc1OC | -5.3%
99 | CCOc1cc(C2C(C(=O)OC)=C(C)NC3=C2C(=O)c2ccccc23)c(Br)cc1OC (stereo not drawn) | ?
100 | Cc1nc2ccccc2nc1CN1C(=O)NC2(CCCCCC2)C1=O | -24.2%
101 | Cc1c(-c2ccccc2)oc2c(C(=O)NC(C)C)cccc2c1=O | -16.0%
102 | Cc1noc(C)c1S(=O)(=O)N1CCCCC1c1nc(CCOCC2CCCC2)no1 (stereo not drawn) | -7.3%
103 | CCOC(=O)c1cccc(NC(=O)N2CC(CC)Sc3ccccc32)c1 (stereo not drawn) | -2.0%
104 | O=C(NCC(=O)N1CCN(c2cccc(Cl)c2)CC1)NCc1ccc(F)cc1 | 19.9%
105 | Cn1nc(CC(=O)Nc2cccc(Cl)c2)c2ccccc2c1=O | -6.2%

More records follow.
entry | molecule | KDM5B inh
106 | CCCCNC(=O)CN1C(=O)COc2ccc(S(=O)(=O)N3CCCC3)cc21 | -3.4%
107 | Cc1cccc(C(=O)N2CCC(n3cc(-c4nc(C)no4)nn3)CC2)c1 | -10.2%
108 | Cc1noc(C)c1-c1cc(-c2ccc(N3CCOCC3)nc2)cn2cncc12 | 31.6µM*
109 | CN(CCc1ccccn1)[C@@H]1[C@H](O)[C@H](CO)O[C@@H]1CNC(=O)Nc1ccc(F)cc1F | -0.8%
110 | CN1CCCCCC(O)c2cc(C(=O)NCc3cccc(C(F)(F)F)c3)ccc21 (stereo not drawn) | ?
111 | CCC(C)c1ccc(OCC(=O)Nc2cccc(C(=O)Nc3ccc(C(=O)O)cc3)c2)cc1 (stereo not drawn) | ?
112 | C/C=C/C=C/C(=O)OCc1nc2c(c(=O)[nH]c(=O)n2CCCC)n1C | 14.6%
113 | CCn1c2ccccc2c2cc(CN3CCN(Cc4ccccc4C)CC3)ccc21 | ?

From PubChem
